# Assay outcomes from PubChem.
# LYP inhibition: inhibitors of LYP phosphatase, biochemical, fluorescence intensity, uHTS (AID 1779). Tyrosine-protein phosphatase non-receptor type 22 (Homo sapiens). recombinant LYP phosphatase, fluorescence intensity; higher % means a stronger effect. one-dose inhibition, % at 11.5 µM; IC50 in µM for titrated hits. hit rate 0.054% among 290,000;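 also: plate controls were vehicle with enzyme for no effect and no enzyme for full effect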
# Salmonella PhoP GFP: inhibitors of PhoP regulon expression, primary screen, Salmonella Typhimurium, GFP reporter (AID 1863) | inhibition, % at 50 µM; hits with a dose series show IC50 in µM | S. Typhimurium PhoP-regulated promoter GFP reporter, 4 h; higher % means a stronger effect | hit rate 0.16% among 300,000;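 active = inhibition over 29.93%, a cutoff 3 SD above the screen mean, later confirmed by dose response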;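 also: 0% = low Mg2+ inducing control and 100% = high Mg2+ repressing control; strong numbers were not always called active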
# NOD1 inhibition: NOD1 signaling inhibitors, primary screen, cell-based, luminescence, uHTS (AID 1578); NOD1-driven NF-kB luciferase reporter cells, luminescence; higher % means a stronger effect; inhibition, % at 4 µM; hits with a dose series show EC50 in µM; hit rate 1% among 290,000; in the data active = inhibition mostly above about 36%, no sharp cut-off; inactive = mostly below about 34%;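 also: HEK-293T reporter cells stimulated with the NOD1 agonist gamma-tri-DAP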
# NOD2 inhibition: NOD2 signaling inhibitors, cell-based, luminescence, uHTS, HEK293 (AID 1566) | HEK293 NOD2/NF-kB luciferase reporter, luminescence; higher % means a stronger effect | inhibition, % at 4 µM, or EC50 in µM where a hit was titrated | hit rate 0.63% among 290,000; also: many of its hits are not listed in these tables
# KOR beta-arrestin-1: KOR agonists, beta-arrestin recruitment, primary screen, cell-based, luminescence, uHTS (AID 1777) | KOR beta-arrestin recruitment, luminescence; higher % means a stronger effect | Kappa-type opioid receptor (Homo sapiens) | hit rate 0.02% among 280,000 | activation, % at 10 µM; hits with a dose series show EC50 in µM; in the data active = activation above about 50%, passing the limit was not always enough; also: a part of the inactive calls stands beside numbers as strong as those of hits
# Myeloid diff MLP: induction of myeloid progenitor differentiation, primary screen, cell-based, flow cytometry, MLPCN library; hit rate 1% among 360,000; calls only at 10 µM; ER-HoxA9 myeloid progenitors, lysozyme-GFP differentiation;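 active = normalized GFP-positive differentiation at or above the plate's own cutoff, the solvent-only control mean plus 3 SD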;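 also: cells exposed to compound for four days before flow analysis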
# SIAH1 antagonists: Siah-1 peptide-binding antagonists, primary screen, biochemical, fluorescence polarization, rhodamine-plectin, uHTS (AID 1817). E3 ubiquitin-protein ligase SIAH1 (Homo sapiens). Siah-1 / rhodamine-plectin peptide fluorescence polarization; higher % means a stronger effect. one-dose displacement, % at 20 µM; IC50 in µM for titrated hits. hit rate 0.02% among 290,000;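 active = displacement of at least 50% at 20 µM, with a fluorescence ratio check between 0.3 and a set limit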;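 also: plate controls were Siah plus tracer with DMSO for no effect and tracer alone without Siah for full effect; strong numbers were not always called active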
# HIV fusion peptide: inhibitors of HIV fusion peptide binding, primary screen, biochemical, uHTS, fluorescence dequenching (AID 1986). cell-free peptide binding, fluorescence dequenching, 30 min; higher % means a stronger effect. one-dose inhibition, % at 20 µM; IC50 in µM for titrated hits. hit rate 0.3% among 290,000; in the data active = inhibition mostly above about 52%, no sharp cut-off; inactive = mostly below about 76%; also: some results filed as inactive read as strong as hits
# KOR beta-arrestin-2: KOR antagonists, beta-arrestin recruitment, cell-based, luminescence, uHTS (AID 1778); Kappa-type opioid receptor (Homo sapiens); KOR beta-arrestin recruitment, luminescence, antagonist mode; higher % means a stronger effect; one-dose inhibition, % at 10 µM; IC50 in µM for titrated hits; hit rate 0.091% among 290,000; also: strong numbers were not always called active
# Myeloid diff MLP GFP+ MAC1+ %: further read-out of Myeloid diff MLP, marked with its call; GFP+ MAC1+ double positive, %; measured here: differentiation confirmed by MAC1 staining
# Numbers without * were called inactive; i = inactive; x = not tested or not shown; [ ] = remark or other dose. Rule as the data show it, unless noted: active = inhibition above about 50%; inactive = the rest.
SMILES,Myeloid diff MLP GFP+ MAC1+ %,KOR beta-arrestin-1,Myeloid diff MLP,LYP inhibition,NOD1 inhibition,HIV fusion peptide,KOR beta-arrestin-2,NOD2 inhibition,Salmonella PhoP GFP,SIAH1 antagonists
CCN(CC(=O)NCc1ccco1)S(=O)(=O)c1ccc(F)cc1,0.5,0.4%,i,-9%,-28%,0.7%,7%,-6%,-3%,2%
Cn1ncc2c(Nc3ccc(O)cc3)nc(Cl)nc21,0.4,1.7%,i,-2%,-9%,2.2%,7%,10%,2%,12%
CCc1ccc(-n2c(C)cc(/C=N/NC(=O)c3ccncc3)c2C)cc1,0.3,0.1%,i,2%,0%,-2.9%,-66%[20 µM],10%,-2%,-4%
COc1ccccc1CNS(=O)(=O)c1cc(-c2cc(C)no2)ccc1C(C)C,2.2,1.0%,i,6%,-18%,0.5%,-4%,14%,1%,0%
COc1ccc(NC(=O)CN(c2ccccc2F)S(=O)(=O)c2ccc(C)cc2)c(OC)c1,0.6,-2.8%,i,-13%,40%,0.5%,-12%,25%,1%,1%
COc1ccc(CNC(=O)C(=O)NCC2OCCN2S(=O)(=O)c2cccs2)cc1 (stereo not drawn),1.5,-1.9%,i,-7%,-15%,2.0%,-34%,12%,6%,14%
Cc1ccsc1/C=N/NC(=O)CNC(=O)c1ccc(S(=O)(=O)N(C)C)cc1,0.1,-8.2%,i,-1%,-32%,0.6%,-7%,19%,-6%,5%
C=CCn1c(N)c(-c2nc3ccccc3n2C)sc1=S,0.8,-3.3%,i,-2%,-30%,0.0%,16%,-7%,18%,-8%
CCOC(=O)c1c(C)n(C)c2cc(-c3ccc(C)cc3)c(O)cc12,0.3,1.3%,i,-3%,-14%,2.1%,-18%,14%,0%,3%
O=C(OCC(=O)N1N=C(c2ccc(Cl)cc2)CC1c1ccco1)c1ccccc1O (stereo not drawn),0.6,5.1%,i,-1%,18%,2.0%,-20%,-22%,-6%,-2%
COc1ccccc1C(=O)Nc1ccc(NC(=O)c2ccco2)cn1,0.2,-4.2%,i,-6%,-21%,1.1%,-11%,-18%,0%,-5%
CC/C(=N\O)C(C)(C)/[N+]([O-])=C/c1ccc(Br)cc1,5.2,-4.7%,i,-2%,15%,0.7%,-10%,-4%,-7%,5%
Cc1cc(C)n2nc(SCc3ncc(-c4ccccc4)o3)nc2n1,0.6,x,i,-9%,19%,-0.7%,7%,26%,-9%,-5%
Cc1ccccc1NS(=O)(=O)c1ccc(NC(=O)CSCc2ccc(Br)cc2)cc1,5.2,-0.5%,i,0%,2%,0.3%,14%,2%,10%,-2%
CC(=O)Nc1ccc2nc(-c3ccc(Br)o3)[nH]c2c1,0.0,0.3%,i,-1%,-46%,3.2%,x,-29%,3%,-12%
CN(CCCN1CCOCC1)C(=O)c1cc(COc2cccc(C(F)(F)F)c2)on1,1.4,-0.6%,i,-10%,-9%,-0.8%,-17%,13%,5%,1%
COc1ccc(C(=O)Cc2cc(OC)c(OC)cc2[N+](=O)[O-])cc1,6.4,2.4%,i,-7%,9%,0.7%,30%,-5%,-6%,3%
Cc1c(C(=O)N2CCC(Cc3ccccc3)CC2)sc2ncnc(N3CCC(C)CC3)c12,0.5,-0.4%,i,2%,35%,1.9%,-39%,42%,-1%,8%
CN(CCO)C(=O)C1CCN(c2ncc(C(F)(F)F)cc2Cl)CC1,1.0,-1.4%,i,-8%,-16%,0.2%,4%[20 µM],9%,1%,0%
Cc1cccc(N2CCN(C(=O)CCC(=O)N3CC(C)Oc4ccccc43)CC2)c1C (stereo not drawn),3.7,x,i,-4%,-7%,-1.5%,2%[20 µM],6%,x,-5%
CCCCNCc1ccc(OCc2ccc(Cl)nc2)c(OC)c1,0.2,0.9%,i,-9%,-4%,-0.3%,2%,-4%,1%,11%
COCCC(=O)N1CCC(Oc2ccc(C(=O)NCc3cc(C)n(C)n3)cc2)CC1,0.9,0.4%,i,-6%,-10%,-0.9%,-52%,-6%,2%,-4%
COc1ccc(CN2CC(C(=O)NCC3CCCO3)CC2=O)cc1 (stereo not drawn),0.7,3.0%,i,-9%,9%,-3.8%,12%,21%,-7%,-3%
Cc1cccc(NS(=O)(=O)c2ccc3[nH]c(=O)cc(C(=O)OC(C)C(=O)Nc4ccc([N+](=O)[O-])cc4)c3c2)c1 (stereo not drawn),1.0,1.7%,i,-1%,-21%,-1.0%,11%,12%,3%,1%
CCc1nc2ccccc2c(C(=O)Oc2cccc3cccnc23)c1C,1.8,-5.3%,i,-5%,-29%,2.3%,10%,-5%,-6%,12%
Cc1cc(C)n(-c2nc(SCC(=O)Nc3nccs3)c3c4c(sc3n2)COC(C)(C)C4)n1,0.6,-6.8%,i,3%,-10%,-1.6%,36%,-11%,2%,-4%
CC1(C)CC(=O)c2c(O)c(-c3ccccc3)c(=O)n(-c3ccccc3)c2C1,0.3,0.0%,i,-5%,-29%,0.8%,-6%,19%,-7%,6%
Fc1ccccc1N=C1Nc2cccc3cccc1c23,0.1,2.1%,i,-1%,-23%,-1.2%,-57%,-11%,4%,-2%
Cc1ccc(-c2cccc(NC(=O)C3C4C=CC(C4)C3C(=O)O)c2)o1 (stereo not drawn),8.0,0.2%,i,-13%,-9%,-1.3%,-5%,-16%,-4%,-1%
CC(C)(C)NC(=O)C(c1cccs1)N(Cc1cccs1)C(=O)c1csnn1 (stereo not drawn),0.5,1.6%,i,-4%,-16%,-0.5%,-12%,19%,-8%,-2%
O=C(CSc1ncn[nH]1)NCc1ccccc1Cl,1.8,2.9%,i,-2%,-14%,0.4%,-34%,-30%,-3%,-4%
COc1cccc(-c2c(C(=O)N/N=C(\C)COc3ccccc3)nnn2-c2nonc2N)c1,1.7,3.7%,i,-7%,19%,-1.6%,-36%,-4%,-10%,0%
CCCC(=O)Nc1ccc(Sc2ccc([N+](=O)[O-])cc2)cc1,0.6,-5.1%,i,-5%,8%,0.1%,22%,-56%,-7%,7%
CC12CCC(C/C1=N/NC(=O)Nc1ccccc1)C2(C)C (stereo not drawn),0.1,10%,i,1%,7%,-1.8%,-24%,-55%,5%,-3%
CC1CN(CCOc2ccc(Cl)c(Cl)c2)CC(C)O1 (stereo not drawn),0.0,2.8%,i,-12%,-14%,-0.6%,-39%[20 µM],-28%,8%,-1%
Cc1cccc(N2CCCn3c2nc2c3c(=O)n(CC(=O)OCc3ccccc3)c(=O)n2C)c1,x,-5.2%,x,10%,-17%,-1.0%,1%,10%,x,-3%
O=C(c1ccc(Cl)cc1)N1N=CCC1(O)c1ccc(Cl)cc1 (stereo not drawn),0.4,-2.2%,i,-4%,-21%,1.7%,-2%,-6%,11%,-2%
COC(=O)c1ccc(COc2cccc(C)c2C)cc1,0.4,-4.2%,i,-1%,-49%,-0.8%,0%,-32%,3%,3%
CCNC(=S)N/N=C1\CCCCc2ccccc21,0.4,2.7%,i,1%,-25%,-1.9%,-27%,11%,-1%,3%
OCCNc1nc(Nc2ccccc2)nc2ccccc12,0.7,-5.1%,i,-3%,1%,-0.9%,9%,11%,3%,0%
O=C(NCc1ccccn1)c1ccc(Cl)s1,1.6,71%,i,-13%,-11%,-1.9%,5%,-4%,7%,4%
CC(=O)c1ccc(Nc2nc(C)cc(C)n2)cc1,0.5,0.0%,i,-4%,-43%,1.8%,8%,-24%,4%,4%
COC(=O)CC1(C(=O)OC)Oc2ccc(Br)cc2C(=O)N1c1cccc(Cl)c1Cl (stereo not drawn),0.4,-0.3%,i,1%,-7%,1.4%,-2%,-9%,-10%,2%
Cc1cc(NC(=O)CSc2ncnc3c2cnn3-c2ccccc2)no1,1.2,1.0%,i,-10%,24%,1.0%,-44%,8%,7%,7%
COc1ccc(-c2cc(CNC(=O)CCl)on2)cc1,0.6,1.3%,i,-8%,54%,-2.4%,-3%,9%,-5%,4%
C=C(C)C1CC=C(CN2CC(C)OC(C)C2)CC1 (stereo not drawn),0.4,3.2%,i,-10%,7%,-1.8%,-53%,-13%,-4%,3%
O=C(Cn1nc(-c2cccs2)ccc1=O)Nc1ccc(Br)cc1,0.4,-3.4%,i,-10%,17%,-0.2%,-5%,-11%,2%,-6%
Cc1nn(-c2ccccc2)c(C)c1NC(=O)COc1ccc(F)cc1Cl,0.2,-0.2%,i,-6%,16%,-1.3%,-7%,20%,-10%,-3%
Cc1ccccc1-c1nc(CN2CCC(C(=O)NCc3cccnc3)CC2)c(C)o1,1.8,-3.3%,i,-2%,-22%,-1.0%,-6%,-6%,9%,-5%
CCOc1ccc(N(CC(=O)NCc2ccco2)C(=O)CCC(=O)Nc2ccccn2)cc1,1.7,-4.5%,i,-10%,-18%,-1.0%,-58%,11%,x,-1%
Cc1nn2c(NCCOCCO)c3c(nc2c1-c1ccccc1)CCC3,0.7,4.4%,i,-1%,-3%,-2.5%,36%,-16%,-4%,-4%
Cc1cc(C)c(S(=O)(=O)NCC2CCC(C(=O)NCCCN3CCOCC3)CC2)c(C)c1 (stereo not drawn),0.4,-5.0%,i,-8%,-8%,-0.4%,4%,12%,10%,-1%
Cc1ccc(C(=O)N/C(=C/c2ccco2)C(=O)N2CCCCC2)cc1,0.6,1.1%,i,-2%,-5%,5.8%,-26%,1%,-5%,0%
Cc1ccc(C)c(C(=O)OCC(=O)Nc2cccc(S(=O)(=O)NC3=NCCCCC3)c2)c1,0.4,-5.5%,i,-2%,-17%,-0.9%,-5%,4%,-2%,4%
CSc1nsc(SC)c1C(=O)Nc1ccc(C)cc1,1.3,-0.6%,i,-5%,-16%,-1.4%,4%,6%,-14%,0%
COc1cc(NC(=O)c2ccnn2C)c(OC)cc1Cl,0.2,2.1%,i,6%,-37%,-0.5%,-19%,3%,-8%,0%
COc1ccc(Cl)cc1NC(=S)NCCO,0.4,x,i,-5%,-17%,-0.4%,-10%[20 µM],6%,3%,-2%
O=C(NCCc1csc(-c2ccc(Cl)cc2)n1)c1ccco1,1.5,3.3%,i,3%,-22%,1.6%,-10%,4%,-10%,0%

# Random excerpt: two compounds from above, in no set order.
SMILES,Myeloid diff MLP GFP+ MAC1+ %,KOR beta-arrestin-1,Myeloid diff MLP,LYP inhibition,NOD1 inhibition,HIV fusion peptide,KOR beta-arrestin-2,NOD2 inhibition,Salmonella PhoP GFP,SIAH1 antagonists
Cc1ccccc1-c1nc(CN2CCC(C(=O)NCc3cccnc3)CC2)c(C)o1,1.8,-3.3%,i,-2%,-22%,-1.0%,-6%,-6%,9%,-5%
Cc1cc(C)c(S(=O)(=O)NCC2CCC(C(=O)NCCCN3CCOCC3)CC2)c(C)c1 (stereo not drawn),0.4,-5.0%,i,-8%,-8%,-0.4%,4%,12%,10%,-1%

# Only part of the results is shown, so the mix of outcomes need not match the whole.
